H9c2 TAG inh – reduces triacylglycerol accumulation in H9c2 cells; Nile Red lipid (TAG) fluorescence; cells loaded with 200 µM oleic acid; inhibition, % at 12.5 µM; 230,000 tested, 0.66% active;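 active means pattern-corrected inhibition of lipid staining of at least 50% with the nuclear-stain viability signal not falling by more than 50%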;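 further: 0% = DMSO wells and 100% = triacsin C control wells; some results filed as inactive read as strong as hits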
H9c2 TAG inh DAPI viability – recorded beside H9c2 TAG inh, whose call it bears; DAPI nuclei signal change (viability), lower = more cytotoxic, %;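 whole-well DAPI fluorescence read on a plate reader as a viability signal; minus 50 percent equals half of cells still viable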
Starred values were filed as active, the others as inactive. The list is partial; the hit share may differ from the screen's.

1. CCOc1ccc(N2C(=O)CC(NCCc3ccc(S(N)(=O)=O)cc3)C2=O)cc1 (configuration not stated)
2. CCNC(=O)/C(=C/c1ccco1)NC(=O)/C=C/c1ccccc1
3. CCOC(=O)C1=NNC(C(=O)c2ccccc2)C1c1ccc(Cl)cc1 (configuration not stated)
4. CCOC(=O)c1ccc(NC2c3ccccc3C(=O)N2c2cccnc2)cc1 (configuration not stated)
5. CC(=O)c1c(C)[nH]c(C(=O)OCC(=O)N(C)c2c(N)n(Cc3ccccc3)c(=O)[nH]c2=O)c1C
6. CC(C)Nc1nc(NCCN2CCCC2)c2sc(-c3ccccc3)cc2n1
Screen / compound no. | 1 | 2 | 3 | 4 | 5 | 6
H9c2 TAG inh DAPI viability | -12.7 | 9.4 | 8.9 | -2.8 | 1.8 | 21.6
H9c2 TAG inh | -1.1 | 1.6 | -15.3 | 26.0 | 8.1 | 10.6

7. COc1cccc(NC(=O)c2ccccc2Oc2ccccc2)c1
8. c1ccc(C2OCCN2c2ccccc2)cc1 (configuration not stated)
9. COc1cc(C(CCN2CCCC2)c2c(OC)cc(OC)c3c(-c4ccccc4)cc(=O)oc23)cc(OC)c1OC (configuration not stated)
10. CC(C)NCC(O)c1cc(O)cc(O)c1 (configuration not stated)
11. COc1ccc(Cl)cc1NC(=O)NCCN1CCNC1=O
12. CN(C)CCCNC(=O)CC(c1ccc(F)cc1)c1ccco1 (configuration not stated)
Screen / compound no. | 7 | 8 | 9 | 10 | 11 | 12
H9c2 TAG inh DAPI viability | -9.8 | -3.3 | -8.1 | -14.2 | 4.7 | 1.9
H9c2 TAG inh | -3.5 | 4.4 | 19.3 | 4.8 | -8.1 | 0.9

13. CC(=O)NCC(=O)N1CCCC(C(=O)c2ccc(Oc3ccccc3)cc2)C1 (configuration not stated)
14. S=c1sc2c(Cl)ncnc2n1-c1ccccc1
15. CCOc1ccc(S(=O)(=O)Nc2cccc(C(=O)N3CCN(c4cccc(OC)c4)CC3)c2)cc1
16. CSc1cc(-c2ccc(Cl)cc2)n(Cc2ccccc2)c(=O)c1C#N
17. CC(=O)Nc1ccc(Nc2cc(C)nc3c(-c4ccc(Cl)cc4)c(C)nn23)cc1
18. COc1ccc(NC(=O)CN(C)C(=O)c2ccc(S(=O)(=O)N3CCOCC3)cc2)cc1
Screen / compound no. | 13 | 14 | 15 | 16 | 17 | 18
H9c2 TAG inh DAPI viability | -0.4 | -10.5 | -0.1 | -31.1* | 60.2 | 13.3
H9c2 TAG inh | 0.2 | 12.6 | -12.3 | 64.1* | 13.4 | -2.8

Another view of 3 compounds above:
no. | Compound | H9c2 TAG inh DAPI viability | H9c2 TAG inh
17 | CC(=O)Nc1ccc(Nc2cc(C)nc3c(-c4ccc(Cl)cc4)c(C)nn23)cc1 | 60.2 | 13.4
14 | S=c1sc2c(Cl)ncnc2n1-c1ccccc1 | -10.5 | 12.6
8 | c1ccc(C2OCCN2c2ccccc2)cc1 (configuration not stated) | -3.3 | 4.4

Other compounds.
19. CN1CCN(NC(=O)c2cc(-c3ccccn3)nc3ccccc23)CC1
20. O=C(NCCN1C(=O)CCC1=O)c1ccncc1
21. COc1ccc(C(=O)NCC(=O)N2CCCCC2)cc1OC
22. COc1ccc2oc(C(=O)NC(C)(C)C)c(C)c2c1
23. O=C1CN(O)C=C2N=c3ccccc3=C2N1c1ccc([N+](=O)[O-])cc1
24. COC(=O)C(NC(=O)c1ccc(Cl)cc1)(Nc1nc(C)cs1)C(F)(F)F (configuration not stated)
Screen / compound no. | 19 | 20 | 21 | 22 | 23 | 24
H9c2 TAG inh DAPI viability | -3.8 | -14.1 | -2.2 | -2.2 | -13.6 | 10.0
H9c2 TAG inh | 5.2 | 4.9 | -3.5 | -1.4 | 16.9 | -3.0

2 entries picked at random from those above:
19. CN1CCN(NC(=O)c2cc(-c3ccccn3)nc3ccccc23)CC1
21. COc1ccc(C(=O)NCC(=O)N2CCCCC2)cc1OC
Screen / compound no. | 19 | 21
H9c2 TAG inh DAPI viability | -3.8 | -2.2
H9c2 TAG inh | 5.2 | -3.5

New compounds follow
25. CCOC(=O)CSc1nnc(-c2ccoc2C)n1-c1ccc(C)cc1
26. COc1ccc2nc(Cl)c(C3CC(c4ccco4)=NN3C(=O)CCCC(=O)O)cc2c1 (configuration not stated)
27. COc1cccc(C(C)(O)c2nc(-c3ccc(OC)c(OC)c3)cs2)c1 (configuration not stated)
28. O=C(C1CC(=O)N(C2CCCC2)C1)N1CCN(c2ccc(F)cc2)CC1 (configuration not stated)
29. CC(C)CC1NC(=O)N(CC(=O)N2c3ccccc3NC(=O)C2(C)C)C1=O (configuration not stated)
30. COc1ccc(NS(=O)(=O)c2ccc3oc(Nc4ccc5c(c4)OCCO5)nc3c2)cc1
Screen / compound no. | 25 | 26 | 27 | 28 | 29 | 30
H9c2 TAG inh DAPI viability | 0.1 | 8.1 | -3.1 | -4.5 | 7.4 | 1.2
H9c2 TAG inh | -20.9 | -9.0 | 0.6 | -1.8 | -7.2 | 10.7

31. CC(C)(C)NC(=O)NC(=O)CSc1nnc(-c2ccccc2F)n1N
32. CC12CC(c3ccccc3O1)N(C(=O)c1ccco1)C(=S)N2c1ccccc1 (configuration not stated)
33. CN(CC(=O)NCC(c1ccco1)N1CCCCC1)S(=O)(=O)c1ccc(Cl)cc1 (configuration not stated)
34. COc1ccccc1CNc1nc(NCc2ccccc2SC)c2sccc2n1
35. O=C(NC1CCCCCCC1)C1CCCN(S(=O)(=O)c2cnc[nH]2)C1 (configuration not stated)
36. Cc1[nH]c2ccccc2c1C(c1ccncc1)N1CCCCC1 (configuration not stated)
Screen / compound no. | 31 | 32 | 33 | 34 | 35 | 36
H9c2 TAG inh DAPI viability | 0.1 | 14.8 | -0.4 | 18.3 | -2.4 | 2.0
H9c2 TAG inh | 14.2 | -23.3 | 9.0 | -32.2 | -3.8 | 4.9

37. COc1ccc(S(=O)(=O)N2CCN(C(=O)CCc3c[nH]c4ccccc34)CC2)cc1
38. Fc1cc(Br)ccc1COc1ccc(-c2nnco2)cc1
39. O=C(Nc1ccc(S(=O)(=O)Nc2nccs2)cc1)c1cc(-c2ccncc2)nc2ccccc12
40. CCC(=O)Nc1c(C#N)c2nc3ccccc3nc2n1C1CCCCC1
41. O=C(OCC(=O)N1CCOCC1)c1cncc(Br)c1
42. CC(=O)c1cccc(NC(=O)C2CCCN2S(=O)(=O)c2cccc3nsnc23)c1 (configuration not stated)
Screen / compound no. | 37 | 38 | 39 | 40 | 41 | 42
H9c2 TAG inh DAPI viability | -4.7 | -23.6 | -3.7 | 20.0 | -2.4 | 2.9
H9c2 TAG inh | -4.8 | 29.5 | 6.1 | 18.2 | 31.4 | 2.7

43. Cc1ccc2oc(NC3=NC4(CCCC4)C4=C(CCCC4=O)N3)nc2c1
44. O=C(COC(=O)c1ccc(O)cc1)Nc1ccc(S(=O)(=O)N2CCCC2)cc1
45. CC1CC(=O)Nc2ccccc2N1C(=O)COc1ccccc1C(N)=O (configuration not stated)
46. O=C(N/N=C/c1ccco1)C12CC3CC(CC(C3)C1)C2
47. CCOC(=O)c1ccc(COC(=O)CCc2nc3ccccc3[nH]c2=O)o1
48. Cc1nn(-c2ccc(F)cc2)c(C)c1/C=C/C(=O)N1CCNC(=O)C1
Screen / compound no. | 43 | 44 | 45 | 46 | 47 | 48
H9c2 TAG inh DAPI viability | -23.8* | -2.9 | 1.7 | 9.0 | -5.4 | -1.5
H9c2 TAG inh | 54.6* | 18.0 | 0.5 | -12.3 | -5.5 | 1.6

49. CCOc1ccc(CCN2C(=S)N([C@@H](CC(C)C)CN3CCCC3CN3C(=S)NC[C@@H]3Cc3ccc(O)cc3)C[C@@H]2Cc2ccccc2)cc1 (some centres not stated)
50. O=C(/C=C/Nc1ccc(Br)cn1)c1cccc(OC(F)F)c1
51. COc1cccc(N2CCN(C(=O)c3nc4nc(C)cc(C)n4n3)CC2)c1
52. O=C(Nc1ccc2nc(-c3ccc(Br)o3)[nH]c2c1)c1ccco1
53. CC(=O)N1CCc2cc(Br)cc(S(=O)(=O)CCC(=O)Nc3c(C)n(C)n(-c4ccccc4)c3=O)c21
54. COc1cccc(NC(=O)N2CCC(C(=O)Nc3ccc(C)cc3C)CC2)c1
Screen / compound no. | 49 | 50 | 51 | 52 | 53 | 54
H9c2 TAG inh DAPI viability | -48.7 | 4.3 | -5.3 | 6.4 | 12.4 | -11.8
H9c2 TAG inh | -36.7 | 9.3 | 10.3 | 20.4 | -3.2 | 30.0

55. COc1ccccc1CC(=O)N1CCN(S(=O)(=O)c2cccs2)CC1
56. COc1ccc(CN2CCN(S(=O)(=O)c3ccccc3)CC2)c(OC)c1OC
57. CCN(C(=O)CSc1cc(C)c2cccc(C)c2n1)C1CCS(=O)(=O)C1 (configuration not stated)
58. CCc1n[nH]c(=S)n1/N=C/c1ccc(N(CC)CC)cc1
59. CCc1ccc(C(=O)C(C)OC(=O)c2cccc(S(=O)(=O)N3CCOCC3)c2)cc1 (configuration not stated)
60. O=c1[nH]c(/C=C2\C=Nc3ccccc32)c(O)n1Cc1ccccc1F
Screen / compound no. | 55 | 56 | 57 | 58 | 59 | 60
H9c2 TAG inh DAPI viability | -4.5 | -3.1 | 4.0 | -1.4 | 6.1 | -23.5
H9c2 TAG inh | 2.3 | -2.3 | -15.8 | -11.0 | 14.3 | 46.3

61. N=c1n(CC(=O)c2ccc(Br)s2)c2ccccc2n1Cc1ccccc1
62. Cc1nc(C(=O)O)cc([N+](=O)[O-])c1C
63. OC[C@@H]1CN(Cc2ccc(-c3ccccc3)cc2)C[C@H](n2cnc3c(NCc4ccncc4)ncnc32)O1
64. COc1cc(/C=N/NC(=O)c2ccccc2O)ccc1OC(=O)CC1SC(=O)NC1=O (configuration not stated)
65. NC[C@H](Cc1ccccc1)NCCCCC1CCCCC1
66. C/C(CCc1ccc2c(c1)OCO2)=N\N=C(/N)SC1CC(=O)N(c2ccccc2F)C1=O (configuration not stated)
Screen / compound no. | 61 | 62 | 63 | 64 | 65 | 66
H9c2 TAG inh DAPI viability | -6.6* | 5.3 | -5.4 | -7.5 | 3.2 | -13.1
H9c2 TAG inh | 53.0* | 10.2 | 9.6 | -2.1 | 10.4 | -9.9

67. O=C(NCCCn1ccnc1)c1ccc(S(=O)(=O)N2CCCCCC2)cc1
68. COC(=O)CN(c1ccc2c(c1)OCCO2)S(=O)(=O)c1ccccc1
69. COc1ccccc1NC(=O)NCCc1c[nH]c2ccccc12
70. CC(C)CNC(=O)COC(=O)/C=C/c1ccccc1[N+](=O)[O-]
71. CC1(C(=O)Nc2ccc3c(c2)OCO3)CCN1C(=O)CC1CC1 (configuration not stated)
72. CCOCCn1c(CN2CCN(C)CC2)nc2c1c(=O)n(C)c(=O)n2C
Screen / compound no. | 67 | 68 | 69 | 70 | 71 | 72
H9c2 TAG inh DAPI viability | -3.5 | -0.9 | -3.1 | 4.9 | -0.8 | -7.0
H9c2 TAG inh | -26.6 | 7.4 | -18.2 | -9.2 | 0.3 | 10.3

73. CC(=O)c1ccc(NC(=O)c2cnn3c(C(F)F)cc(C4CC4)nc23)cc1
74. COC(=O)C1=C(C)N(C)C(C)=C(C(=O)OC)C1c1ccccc1C
75. COc1cc2c(cc1O)C(Cc1ccc(O)cc1)NCC2 (configuration not stated)
76. O=C(COc1ccc(Cl)cc1Cl)NC(=S)Nc1ccc(CN2CCOCC2)cc1
77. COc1cc(NC(=O)c2ccccc2[N+](=O)[O-])ccc1NC(=O)c1cc2ccccc2o1
78. CC1=CC(c2ccc(Cl)cc2)n2ncnc2N1 (configuration not stated)
Screen / compound no. | 73 | 74 | 75 | 76 | 77 | 78
H9c2 TAG inh DAPI viability | 2.8 | -13.1 | -2.8 | 16.5 | 7.3 | -0.9
H9c2 TAG inh | 8.3 | 3.1 | 0.4 | -10.3 | -4.2 | 0.4

79. COc1ccc(C(=O)Nc2ccc(-c3cn4ccsc4n3)cc2)cc1S(=O)(=O)N1CCOCC1
80. COC(=O)C1=C(C)N(C)C(=O)NC1c1c(O)ccc2ccccc12 (configuration not stated)
81. CCc1ccc(Nc2ncc3c(n2)CC(c2ccc(OC)cc2)CC3=O)cc1 (configuration not stated)
82. O=C(CCNC(=O)c1ccc([N+](=O)[O-])cc1)NC1CCCCC1
83. COC(=O)c1ccc(NS(=O)(=O)N(C)C)cc1
84. COc1cc(/C=C(\C#N)C(=O)Nc2cccc3ncccc23)cc(OC)c1OC
Screen / compound no. | 79 | 80 | 81 | 82 | 83 | 84
H9c2 TAG inh DAPI viability | 6.6 | -6.4 | 7.2 | -4.1 | 6.3 | 9.4
H9c2 TAG inh | -120.0 | -4.1 | 28.2 | -0.2 | -4.6 | -19.1

85. C=CCc1cc2c(oc(=O)c3ccccc32)c(C)c1O
86. Cc1ccsc1/C=N/NC(=O)c1c[nH]c2ccccc12
87. CCCNC(=O)CN(C)S(=O)(=O)c1c(C)cc(C)cc1C
88. CSc1nc2ccsc2c(=O)n1-c1ccccc1
89. COc1ccc(OC)c(C2CC(c3c(-c4ccccc4)c4cc(Cl)ccc4[nH]c3=O)=NN2S(C)(=O)=O)c1 (configuration not stated)
90. CCCNC(=O)CN(C)CC(=O)Nc1ccccc1C#N
Screen / compound no. | 85 | 86 | 87 | 88 | 89 | 90
H9c2 TAG inh DAPI viability | 5.7 | 1.7 | -3.9 | 2.0 | 11.4 | -1.6
H9c2 TAG inh | 3.6 | 11.9 | -18.0 | 0.0 | -15.2 | 2.8

91. Cc1cccc(C(=O)NCC(=O)OCC(=O)N2CC3(C)CC2CC(C)(C)C3)c1 (configuration not stated)
92. CC12CN3CC(C)(CN(C1)C3c1cc3ccccc3[nH]1)C2=O (configuration not stated)
93. COc1ccc(NC(=O)NC2CCCc3ccccc32)c(OC)c1 (configuration not stated)
94. O=C(COC(=O)C1CCC1)NCc1ccccc1Cl
95. O=C(c1ccc([N+](=O)[O-])cc1)N1C=CC(C(F)(F)F)=NCC1
Screen / compound no. | 91 | 92 | 93 | 94 | 95
H9c2 TAG inh DAPI viability | -11.7 | -2.4 | 2.5 | -0.8 | -8.8
H9c2 TAG inh | 6.1 | 3.3 | -39.0 | -10.1 | -7.6

Screening data (PubChem)
